EPAC1 antagonist – blocks human EPAC1 exchange factor; O95398; EPAC1 GEF assay, Rap1b-BODIPY-GDP exchange fluorescence; Potency, µM (titrated, usually from 115 µM), for the others: top-dose activity change, negative = inhibition, actives largely listed as inhibitors; actives 0.14% (n = 360,000);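 further: potency means the concentration at half of the fitted maximal effect; plate controls were vehicle for no effect and positive control for full effect; nearly all actives have a fitted effect of over 50% in size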
Target sequence (O95398 whole entry, looked up): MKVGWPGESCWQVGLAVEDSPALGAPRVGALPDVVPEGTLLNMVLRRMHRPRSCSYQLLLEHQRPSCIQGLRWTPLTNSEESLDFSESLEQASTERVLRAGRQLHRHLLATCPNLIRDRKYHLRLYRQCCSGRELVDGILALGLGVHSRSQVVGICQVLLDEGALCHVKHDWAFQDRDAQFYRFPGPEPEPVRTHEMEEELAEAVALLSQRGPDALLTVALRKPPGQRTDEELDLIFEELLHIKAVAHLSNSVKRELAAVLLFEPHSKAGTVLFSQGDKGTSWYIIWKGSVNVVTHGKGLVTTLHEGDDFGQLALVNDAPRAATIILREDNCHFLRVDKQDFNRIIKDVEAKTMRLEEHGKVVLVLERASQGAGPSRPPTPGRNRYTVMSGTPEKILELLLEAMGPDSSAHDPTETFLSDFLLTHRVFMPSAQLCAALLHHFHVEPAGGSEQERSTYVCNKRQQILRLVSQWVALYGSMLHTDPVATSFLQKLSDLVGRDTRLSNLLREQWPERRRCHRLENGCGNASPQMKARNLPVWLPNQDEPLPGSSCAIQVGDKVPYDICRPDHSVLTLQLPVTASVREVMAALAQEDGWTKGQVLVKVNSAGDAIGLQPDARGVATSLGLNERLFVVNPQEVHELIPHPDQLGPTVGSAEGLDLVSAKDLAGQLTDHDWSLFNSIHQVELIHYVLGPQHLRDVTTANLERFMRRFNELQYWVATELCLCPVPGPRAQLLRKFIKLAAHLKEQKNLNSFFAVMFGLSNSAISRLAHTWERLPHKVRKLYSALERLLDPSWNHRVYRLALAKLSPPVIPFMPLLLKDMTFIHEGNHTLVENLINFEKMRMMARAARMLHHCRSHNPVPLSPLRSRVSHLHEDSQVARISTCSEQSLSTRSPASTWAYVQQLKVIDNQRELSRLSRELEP
WRN inhibitor – WRN helicase (human) inhibition. WRN helicase unwinding, fluorescent forked duplex, kinetic. actives 0.46% (n = 360,000). Potency, µM (series often up to 114 µM), for inactives: top-dose activity change, negative = inhibition, usual class: inhibitors. Q14191. AID 651768; further: potency means the concentration at half of the fitted maximal effect; on the % scale 0 is the no-effect control and ±100 the full control effect; nearly all actives have a fitted effect of over 55% in size
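Fluorescence dequenching readout, ex 525 nm/em 598 nm, kinetic mode: forked duplex DNA (100 nM final) with adjacent fluorophore and quencher unwound by WRN (20 nM final) with 2 mM ATP. Compound preincubation 15 min, room temperature.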
PI5P4K alpha inh – PI5P4K alpha (human) kinase inhibition; max response, %; actives 1.2% (n = 330,000); AID 652105; PI5P4Kalpha enzyme, ADP-Glo luminescence, 60 min; stronger effect = lower value; active means max response of -50% or lower; inconclusive means between -30% and -50%; inactive means -30% or higher; further: value at the top dose of about 77 µM; on the % scale 0 is the no-effect control and ±100 the full control effect
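qHTS, 1536-well: enzyme/substrate mix, compound by pin tool, 5 microM ATP final; RT 60 min; ADP-Glo reagents 1 (45 min) then 2 (30 min); luminescence.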
Mm-Cpn inhibitor – inhibitors of Methanococcus maripaludis chaperonin (MmCpn); purified Mm-Cpn ATPase, ADP Transcreener TR-FRET; AID 504842; actives 0.031% (n = 330,000); Potency, µM (doses to about 76.9 µM), for the others: at the top dose activity, negative = inhibition, actives largely listed as inhibitors; further: potency means the concentration at half of the fitted maximal effect; on the % scale 0 is the no-effect control and ±100 the full control effect; nearly all actives have a fitted effect of over 80% in size
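Reaction buffer contained 30 mM Tris pH 7.4, 100 mM KCl, 5 mM MgCl2 and 1 mM DTT. Mm-CPN (25 nM final) hydrolysed 10 uM ATP over 30 min at 37°C; ADP was read by HTRF.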
EPAC1 agonist – activates human EPAC1 exchange factor. O95398. EPAC1 agonist qHTS, biochemical assay; response scale: 100% = response to 6.5 mM cAMP. Potency, µM (doses to about 154 µM), without a hit: at the highest dose activation, usual class: activators. actives 0.073% (n = 360,000); further: potency means the concentration at half of the fitted maximal effect; nearly all actives have a fitted effect of over 60% in size
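EPAC1 100 nM, Rap1B–BODIPY-GDP 250 nM, unlabeled GDP 50 uM; compound titration; 5 min RT; kinetic read ex480/em540 at 5-min intervals ×30 min; data normalized to 6.5 mM cAMP agonist control.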
CCT modulator – cytosolic chaperonin activity modulation; purified chaperonin ATPase assay, HTRF ADP detection, 30 min; actives 0.3% (n = 360,000); AID 651819; activity change, % (concentration not given with the values), hits read low; in the data active means activity change below about -30%; further: on the % scale 0 is the no-effect control and ±100 the full control effect
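We incubate TRiC, 40 or 20 nM final, with library compounds at 76 uM and 10 uM ATP for 30 min at 37 °C. ADP formed is detected with Transcreener HTRF reagents after 30 min at room temperature.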
EPAC2 antagonist – blocks human EPAC2 exchange factor | Q8WZA2 | EPAC2 GEF exchange of Rap1B-BODIPY-GDP, fluorescence | Potency, µM (titrated, usually from 114 µM), for inactives: at the top dose activity, negative = inhibition, actives largely listed as inhibitors | actives 0.18% (n = 360,000); further: potency means the concentration at half of the fitted maximal effect; on the % scale 0 is the no-effect control and ±100 the full control effect; nearly all actives have a fitted effect of over 45% in size; many of its hits are not listed in these tables
PLK1 PBD inh – blocks phosphopeptide binding to human PLK1 polo-box domain | actives 2.8% (n = 360,000) | Potency, µM, inactives show max response, negative = inhibition, hits mostly inhibitors | P53350 | Plk1 PBD binding of FITC phosphopeptide, fluorescence polarization | AID 720504; further: potency means the concentration at half of the fitted maximal effect; series mostly up to about 57 µM; on the % scale 0 is the no-effect control and ±100 the full control effect; nearly all actives have a fitted effect of over 65% in size
Active calls of the source: *; u = inconclusive; x = not tested or not shown; [ ] = remark or other dose. Unless noted, the call rests on the fitted dose curve; in most records, active means well fitted curve in the direction sought with a large enough effect; inconclusive means small, poorly fitted or top-dose-only effect, or another doubt; inactive means no such curve, though single readings can be large; an effect the other way counts as inactive or inconclusive.

SMILES	EPAC1 antagonist	WRN inhibitor	PI5P4K alpha inh	Mm-Cpn inhibitor	EPAC1 agonist	CCT modulator	EPAC2 antagonist	PLK1 PBD inh
Nc1ccc2c(c1)Cc1cc(Cl)c(Cl)cc1-2	6%	0%	22	x	-10%	1.5	7%	4%
OCCN1CCN(C(=S)c2ccc(-c3ccccc3)cc2)CC1	22%	-28%	-13	-1%	9%	1.9	5%	4.7µM*
O=C(NCCN1CCN(Cc2ccccc2Cl)CC1)Nc1ccccc1	3%	18%	x	1%	3%	-0.4	15%	-6%
CC(=O)N(c1ccccc1)c1nc2ccccc2s1	-1%	3%	5	x	-2%	-1.5	6%	0%
Cc1cc(Nc2cccc([N+](=O)[O-])c2)n2c(nc3ccccc32)c1C#N	5%	-1%	-16	-2%	-2%	-1.2	6%	1%
COc1cccc(OCc2nnc(SCC(=O)NCc3ccco3)n2C)c1	2%	-10%	0	1%	-2%	-1.5	-1%	-5%
O=C(CN1CCN(S(=O)(=O)c2ccc(F)c(F)c2)CC1)Nc1ccccc1C(=O)NC1CC1	-6%	-1%	0	-3%	2%	0.0	-5%	-2%
Cc1ccc(S(=O)(=O)CCc2nnc(NC(=O)CCl)s2)cc1C	-1%	-4%	-3	u	-7%	-2.7	4%	-30%
O=[N+]([O-])c1ccc(Nc2cccc(F)c2)nc1	-22%	-2%	4	2%	6%	-2.6	0%	0%
Clc1ccsc1-c1ccnc(-n2cccc2)n1	-16%	-2%[57.1 µM]	11	0%	3%	-1.1	-16%	-14%
CCCCN1C(=O)C(CC(=O)NCCc2ccccn2)CC(C(=O)N2CCCCCC2)=C1C (stereo not given)	9%[57.5 µM]	-2%[57.1 µM]	-1	x	6%[76.9 µM]	x	7%[57.1 µM]	x
Cc1cccc(/C(N)=N/OC(=O)Cc2ccccc2)c1	6%	-4%	5	5%	1%	-1.1	u	3%
Cc1cccc(NS(=O)(=O)c2cccs2)n1	4%	-6%	x	-1%	0%	0.8	1%	1%
COc1ccc(/C=C/C(=O)NC(=S)NCC2CCCO2)cc1 (stereo not given)	2%	-20%	2	-1%	-7%	-0.9	3%	0%
CCOc1ccc(/C=C/C(=O)c2cc(Br)ccc(=O)c2O)cc1	u	u	u	-3%	11%	-0.4	-14%	u
O=C(c1ccc(Br)cc1)c1cn[nH]c1-c1ccccc1O	1%	3%	-10	2%	9%	1.2	-18%	2%
O=C(CNCC1CCCCC1)Nc1ccc(OC(F)(F)F)cc1	-18%	-35%	-1	-1%	-8%	-1.0	-14%	-9%
COCCCn1c(=NC(=O)c2ccccc2)c(C#N)cc2c(=O)n3cccc(C)c3nc21	12%	-26%	-7	-1%	9%	0.0	6%	-14%
CC(Sc1nc2ccccc2c(=O)[nH]1)C(=O)O (stereo not given)	6%	2%	x	0%	-9%	2.5	1%	2%
O=C(COC(=O)C12CC3CC(CC(C3)C1)C2)NCCc1ccccc1	4%	-2%	x	0%	6%	1.5	4%	-6%
CN1CCN(c2ccc(NC(=O)c3ccc4c(c3)[nH]c(=O)n4Cc3ccc(F)cc3)cc2)CC1	12%	-4%	-9	-1%	-11%	-8.1	10%	-3%
Cc1cc2c(cc1C)C(c1ccsc1)CC(=O)N2 (stereo not given)	-13%	-4%	1	2%	-9%	-2.7	-7%	-8%
Cc1cc(C)c2oc(C(=O)Nc3nnc(C(C)C)s3)cc(=O)c2c1	-13%	-4%	-3	-1%	2%	-1.8	1%[57.1 µM]	-11%
O=C(CCSCCC(=O)NN=Cc1cccc(Cl)c1)NN=Cc1cccc(Cl)c1	11%	-3%	13	x	-9%	0.4	13%	3%
COc1ccc(-c2cn3c(C)c(C(=O)NCc4ccc5c(c4)OCO5)sc3n2)cc1	-18%	-9%	2	x	4%	-1.7	-1%	-6%

Record cards, as listed above.
`COc1cccc(OCc2nnc(SCC(=O)NCc3ccco3)n2C)c1` is listed as EPAC1 antagonist: 2%; WRN inhibitor: -10%; PI5P4K alpha inh: 0; Mm-Cpn inhibitor: 1%; EPAC1 agonist: -2%; CCT modulator: -1.5; EPAC2 antagonist: -1%; PLK1 PBD inh: -5%
`OCCN1CCN(C(=S)c2ccc(-c3ccccc3)cc2)CC1` is listed as EPAC1 antagonist: 22%; WRN inhibitor: -28%; PI5P4K alpha inh: -13; Mm-Cpn inhibitor: -1%; EPAC1 agonist: 9%; CCT modulator: 1.9; EPAC2 antagonist: 5%; PLK1 PBD inh: 4.7µM*

Some of these compounds in order of formula weight, ascending.
SMILES	EPAC1 antagonist	WRN inhibitor	PI5P4K alpha inh	Mm-Cpn inhibitor	EPAC1 agonist	CCT modulator	EPAC2 antagonist	PLK1 PBD inh
O=[N+]([O-])c1ccc(Nc2cccc(F)c2)nc1	-22%	-2%	4	2%	6%	-2.6	0%	0%
Cc1cc2c(cc1C)C(c1ccsc1)CC(=O)N2 (stereo not given)	-13%	-4%	1	2%	-9%	-2.7	-7%	-8%
Clc1ccsc1-c1ccnc(-n2cccc2)n1	-16%	-2%[57.1 µM]	11	0%	3%	-1.1	-16%	-14%
Cc1cccc(/C(N)=N/OC(=O)Cc2ccccc2)c1	6%	-4%	5	5%	1%	-1.1	u	3%
Cc1cc(Nc2cccc([N+](=O)[O-])c2)n2c(nc3ccccc32)c1C#N	5%	-1%	-16	-2%	-2%	-1.2	6%	1%
COCCCn1c(=NC(=O)c2ccccc2)c(C#N)cc2c(=O)n3cccc(C)c3nc21	12%	-26%	-7	-1%	9%	0.0	6%	-14%
O=C(CCSCCC(=O)NN=Cc1cccc(Cl)c1)NN=Cc1cccc(Cl)c1	11%	-3%	13	x	-9%	0.4	13%	3%

The main list resumes with the two entries that preceded the break.
SMILES	EPAC1 antagonist	WRN inhibitor	PI5P4K alpha inh	Mm-Cpn inhibitor	EPAC1 agonist	CCT modulator	EPAC2 antagonist	PLK1 PBD inh
O=C(CCSCCC(=O)NN=Cc1cccc(Cl)c1)NN=Cc1cccc(Cl)c1	11%	-3%	13	x	-9%	0.4	13%	3%
COc1ccc(-c2cn3c(C)c(C(=O)NCc4ccc5c(c4)OCO5)sc3n2)cc1	-18%	-9%	2	x	4%	-1.7	-1%	-6%
CCCCOc1ccc(C(=O)NCc2ccco2)cc1	-10%	-6%	x	-2%	9%	-0.2	-4%	-11%
Cc1ccc(N2CC(C(=O)OCC(=O)c3ccc([N+](=O)[O-])cc3)CC2=O)cc1 (stereo not given)	-18%	2%	1	1%	5%	0.3	4%	-9%
CCOC(=O)N1CCc2c(sc(NC(=O)c3ccc(S(=O)(=O)N4CCCC4)cc3)c2C#N)C1	-9%	-7%	-82*	-10%	-3%	0.2	-1%	-23%
O=C(CCC1COc2ccccc2O1)N1CCCC1 (stereo not given)	-20%	-10%	10	1%	8%	-0.6	u	-10%
CC(=O)NC(C(=O)N1CCC(c2nc3ccccc3s2)CC1)C(C)C (stereo not given)	-20%	6%	-10	2%	-1%	-3.3	9%	-28%
CC(C)c1c(C(=O)N/N=C/c2ccccc2C(=O)O)nnn1-c1nonc1N	-8%	6%	-15	2%	-19%	0.6	20%	-6%
CC(=O)Oc1ccc(C(=O)Nc2ccc(S(=O)(=O)N3CCOCC3)cc2)cc1	-7%	-23%	1	2%	-5%	-2.5	-1%	-14%
NNC(=O)c1ccc(COc2ccc([N+](=O)[O-])cc2)o1	-22%	4%	-4	0%	1%	-0.4	-4%	-10%
Oc1ccc(CCC2CCCCN2Cc2nc(C3CC3)no2)cc1 (stereo not given)	2%	1%	-10	-4%	-7%	0.0	-3%	-4%
O=C(CSc1ncn[nH]1)Nc1ccccc1C(=O)O	-11%	-7%	6	-1%	7%	1.1	-5%	-2%
O=C(c1ccc(COc2c(F)c(F)cc(F)c2F)o1)N1CCN(c2ccccc2)CC1	-21%	-18%	18	-2%	6%	0.8	-12%	-1%
O=[N+]([O-])c1ccc(CN2CCN(c3ccc4ccccc4n3)CC2)cc1	-13%	-17%	11	-4%	-3%	-3.2	-7%	-5%
CN(CCO)c1cccc2c1S(=O)(=O)N[C@H](Cc1ccccc1)CO2	-9%	0%	-1	x	-12%	0.7	3%	-2%
O=C(C[C@H]1C(=O)N(CCc2ccccc2)C[C@@H]1c1ccccc1)Nc1ccccc1	13%	0%	-4	x	-2%	0.1	2%	-4%
O=C(CN1CCN(C(=O)c2ccccc2)CC1)Nc1ccccc1	0%	11%	-2	4%	4%	-2.0	-7%	-2%
Cc1cccc(-c2cc3nc4c(c(NCc5ccco5)n3n2)CCCC4)c1	-8%	-22%	x	-6%	21%	-0.9	-9%	-7%
COC(=O)/C=C1/S/C(=N/NC(=O)c2ccccc2OC)NC1=O	-2%	-3%	-27	-1%	-3%	0.9	-3%	1%
CS(=O)(=O)c1cccc(C(=O)OCC(=O)c2ccc3c(c2)OCCO3)c1	-13%	-3%	-5	-2%	u	-0.6	-28%	-2%
COC(=O)c1cc(CSc2nc3ccccc3[nH]2)oc1C	-1%	-8%	-7	1%	-5%	-0.2	-2%	1%
O=C(c1c(F)c(F)c(F)c(F)c1F)N1CCN(c2cccc(C(F)(F)F)c2)CC1	-11%	-4%	-10	3%	0%	0.5	-10%	6µM*
CCn1c(C)nc2cc(C(=O)NNC(=O)c3ccc(C)cc3)ccc21	16%	0%	0	-1%	6%	-2.7	0%	2%
Cc1nc(NC(=O)c2ccc([N+](=O)[O-])cc2Cl)sc1C(=O)N(C)C	-3%	2%[11.6 µM]	u	-1%	0%	-1.0	17%	19µM*
O=C(CSc1nnc(NC(=O)c2ccccc2[N+](=O)[O-])s1)NCC1CCCO1 (stereo not given)	-1%	-18%	-8	-1%	-5%	2.1	27%	-26%

Assay outcomes: PubChem, National Center for Advancing Translational Sciences (NCATS)

This is a subset, so the mix of outcomes need not match the whole.
